Bioassay records from PubChem BioAssay.
TRPC4 inh = blocks the mouse TRPC4 cation channel | B-score at 10 µM | AID 2247 | HEK293 TRPC4beta/mu-opioid, DAMGO-evoked Fluo4 calcium flux; active compounds read low | Q9QUQ5 | 300,000 compounds, 0.39% hits;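 active = B-score over 3 SD under the library average, no early fluorescence shift, positive overall ratio signal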
Target sequence (Q9QUQ5 whole entry, looked up): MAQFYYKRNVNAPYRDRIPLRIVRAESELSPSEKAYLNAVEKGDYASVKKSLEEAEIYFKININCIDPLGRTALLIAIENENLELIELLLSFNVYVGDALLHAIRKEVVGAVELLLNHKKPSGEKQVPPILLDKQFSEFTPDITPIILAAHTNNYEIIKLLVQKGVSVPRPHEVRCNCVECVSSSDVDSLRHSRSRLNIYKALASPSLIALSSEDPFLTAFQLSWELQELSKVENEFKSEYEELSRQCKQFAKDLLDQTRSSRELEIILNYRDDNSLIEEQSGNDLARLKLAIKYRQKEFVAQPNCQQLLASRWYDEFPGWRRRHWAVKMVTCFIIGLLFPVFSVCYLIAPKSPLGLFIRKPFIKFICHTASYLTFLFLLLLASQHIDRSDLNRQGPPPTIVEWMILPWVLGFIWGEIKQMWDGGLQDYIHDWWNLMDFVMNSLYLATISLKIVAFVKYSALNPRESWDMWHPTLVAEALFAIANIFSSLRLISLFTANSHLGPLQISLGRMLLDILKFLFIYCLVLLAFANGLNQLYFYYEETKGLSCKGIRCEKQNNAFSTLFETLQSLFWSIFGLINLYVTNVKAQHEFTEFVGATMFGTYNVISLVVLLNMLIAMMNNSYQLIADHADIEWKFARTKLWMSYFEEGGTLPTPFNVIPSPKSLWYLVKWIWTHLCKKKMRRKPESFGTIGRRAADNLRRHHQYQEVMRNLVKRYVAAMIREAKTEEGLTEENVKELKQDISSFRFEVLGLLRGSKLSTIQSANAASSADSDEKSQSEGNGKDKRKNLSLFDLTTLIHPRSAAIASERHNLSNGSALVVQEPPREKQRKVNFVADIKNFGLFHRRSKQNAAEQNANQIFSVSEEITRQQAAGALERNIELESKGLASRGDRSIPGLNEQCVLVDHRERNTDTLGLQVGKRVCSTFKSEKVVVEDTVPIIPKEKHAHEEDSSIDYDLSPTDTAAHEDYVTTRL
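Signal: kinetic Fluo4 fluorescence imaging of calcium influx. Material: stable TRPC4beta/mu-opioid receptor HEK293 cells. Probe or stimulus: DAMGO in two steps, submaximal then maximal.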
MrgX1 antagonist = human MrgX1 receptor antagonism, primary screen; Q96LB2; MRGX1-HEK293 calcium flux, Fluo-4, BAM8-22 antagonism; active compounds read low; B-score at 10 µM; 310,000 compounds, 1.3% hits; AID 588676;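 active = calcium-response B-score plate-corrected more than 3 library SD below zero, starting fluorescence within 5 deviations, no agonist response on first addition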;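 note: peak minus trough fluorescence over baseline after final BAM8-22 challenge near maximal dose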
MrgX1 allo act = human MrgX1 positive allosteric modulation, primary screen; Q96LB2; AID 588675; B-score at 10 µM; MrgX1-HEK293, Fluo-4 calcium flux, FDSS; active compounds read high; 310,000 compounds, 0.63% hits;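 active = plate-corrected calcium response at least 3 library SD above typical, normal starting fluorescence, not activating the receptor alone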;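 note: compound read alongside a low EC10 to EC30 dose of BAM8-22 agonist; peak minus trough fluorescence over baseline measured at the second addition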
MrgX1 ag = activates human MrgX1 receptor signaling. Q96LB2. MrgX1-HEK293 cells, Fluo-4 calcium fluorescence, agonist mode; active compounds read high. B-score at 10 µM. 310,000 compounds, 0.44% hits. AID 588627;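 active = calcium response B-score plate-corrected fluorescence ratio at least 3 library SD, with starting fluorescence B-score inside 5 SD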
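Material: HEK293 cells stably expressing human MrgX1 receptor | Quantity: 15,000 cells per well | Times: Cells plated overnight, dye loaded 0.5 h 37 °C, 0.5 h room temperature | Measured by: Kinetic Fluo-4 NW fluorescence of intracellular calcium | Control set: Positive and negative controls per plate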
ANO1 block = inhibitors of mouse TMEM16A calcium-activated chloride channel | Q8BHY3 | HEK293 TMEM16A/YFP iodide influx fluorescence, ionomycin | normalized B-score (activity score, 25-100; higher = stronger inhibition) at 10 µM | 310,000 compounds, 1.2% hits;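 active = ratio plate-corrected score three or more library SD toward inhibition, starting fluorescence score within five deviations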;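 note: score derived from kinetic fluorescence span divided by baseline fluorescence per well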
SKKanGAS inh = inhibitors of SKKanGAS S. pyogenes growth in kanamycin (SK-promoter or general growth effect); inhibition, % at 7.5 µM; 300,000 compounds, 1.3% hits; BacTiter-Glo, 6 h; AID 1662;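 active = mean replicate score, as percent of positive control median, at least 50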;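 note: strain carries kanamycin resistance gene driven by streptokinase promoter and grows in 40 µg/ml kanamycin; loss of luminescence reflects streptokinase promoter inhibition or plain growth inhibition; 0% = median of DMSO wells and 100% = positive control at its reference dose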
ANO1 activ = activates or potentiates the mouse TMEM16A chloride channel; HEK293 TMEM16A/YFP-H148Q/I152L, iodide quench fluorescence; active compounds read low; B-score at 10 µM; 340,000 compounds, 0.3% hits; AID 623877; Q8BHY3;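 active = fluorescence-ratio B-score plate-corrected deviation score at least 3 library SD below zero, with starting fluorescence score within 5 deviations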;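 note: channel opened by trigger with iodide after compound preincubation; score built on the fluorescence ratio of max minus min over baseline; more negative score means more quench and so TMEM16A activation or potentiation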
TRPC4 PAM = allosterically enhances the mouse TRPC4 cation channel; Q9QUQ5; HEK293 TRPC4beta/mu-opioid, DAMGO EC20, Fluo-4 Ca2+ flux; active compounds read high; B-score at 10 µM; 310,000 compounds, 0.42% hits; AID 2227;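 active = B-score of calcium response area above 5 SD of library B-scores, with initial fluorescence ratio within 5 SD of library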;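 note: B-score of integrated fluorescence ratio over time as area under calcium response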
TRPC6 act = mouse TRPC6 channel activation. Q61143. HEK293-TRPC6 membrane potential dye fluorescence; active compounds read high. B-score at 10 µM. 310,000 compounds, 0.13% hits;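 active = B-score of the integrated fluorescence ratio above library mean plus 3 SD, and starting fluorescence ratio within library mean plus 5 SD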;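 note: higher score means more depolarization so channel activation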
TRPC6 inhibitor = blocks the mouse TRPC6 cation channel. Q61143. B-score at 10 µM. 310,000 compounds, 1.1% hits. HEK293-TRPC6, membrane potential dye, ACh-evoked depolarization; active compounds read low;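 active = B-score under library mean minus 3 SD, initial fluorescence not abnormally high, positive integrated signal ratio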;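 note: B-score derived from integrated fluorescence ratio over the kinetic read; more negative B-score means stronger inhibition of depolarization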
TRPC4 agonist = TRPC4 (mouse) channel activation. HEK293 TRPC4beta/mu-opioid, Fluo4 calcium fluorescence; active compounds read high. Q9QUQ5. 310,000 compounds, 0.49% hits. B-score at 10 µM;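 active = B-score above 5 SD of library B-scores, and initial fluorescence ratio not above library mean plus 5 SD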;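 note: positive B-score marks a calcium rise read as TRPC4 activation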
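Technique: kinetic Fluo4 calcium fluorescence; Test system: TRPC4beta and mu-opioid receptor HEK293 stable cells; Measure: B-scored integrated calcium fluorescence ratio; Benchmarks: low control buffer alone, high control maximal DAMGO; Schedule: 45 min room-temperature Fluo4 loading, 110 s read.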
Starred values were filed as active, the others as inactive; i = inactive; x = not tested or not shown.

compound,MrgX1 antagonist,ANO1 activ,ANO1 block,TRPC4 agonist,TRPC4 inh,TRPC4 PAM,TRPC6 act,MrgX1 ag,SKKanGAS inh,TRPC6 inhibitor,MrgX1 allo act
O=C(CN1CCN(c2ccc(F)cc2)CC1)Nc1nccs1,i,i,i,i,i,i,i,i,3,i,i
CC(=O)c1ccc(N2CCN(C(=O)C3CCCN(S(=O)(=O)c4cnc[nH]4)C3)CC2)cc1 (stereo not given),i,i,i,i,i,i,i,i,-6,i,i
CCOC(=O)C1=C(Nc2ccccc2)CC(C)(O)C(C(=O)OCC)C1c1ccc(Br)cc1 (stereo not given),i,i,i,i,i,i,i,i,7,i,i
CCN1C(=O)/C(=C/c2nc3ccccc3c(=O)n2-c2ccccc2)c2ccccc21,i,i,i,i,i,i,i,i,11,i,i
COCCN(C(=O)COC(=O)C1CC1C)c1c(N)n(Cc2ccccc2)c(=O)[nH]c1=O (stereo not given),i,i,i,i,i,i,i,i,1,i,i
COc1cc(OC)c(NC(=O)CN(C)S(=O)(=O)c2ccc3[nH]c(=O)oc3c2)cc1Cl,i,i,i,i,i,i,i,i,5,i,i
CC(C)C(Nc1ccc(C(F)(F)F)cc1[N+](=O)[O-])C(=O)O (stereo not given),i,i,i,i,i,i,i,i,6,i,i
COc1ccc(CC(=O)NC(CC(=O)O)c2ccc(OC)cc2)cc1 (stereo not given),i,i,i,i,i,i,i,i,-1,i,i
CCC(C)(C)n1nnnc1C(c1cccnc1)N1CCCc2ccccc21 (stereo not given),i,i,i,i,i,i,i,i,-3,i,i
Cc1ccc(-n2nc(C)c(NS(=O)(=O)c3ccccc3)c2C)cc1C,i,i,i,i,i,i,i,i,6,i,i
CCn1cc(S(=O)(=O)NCc2ccc3c(c2)OCO3)cn1,i,i,i,i,i,i,i,i,10,i,i
COc1ccc(/C=C/C(O)=C2/C(=O)N(C)C3(C)CC2c2ccccc2O3)cc1 (stereo not given),i,i,i,i,i,i,i,i,13,i,i
O=C(CN1C(=O)CSc2cc(S(=O)(=O)N3CCCCCC3)ccc21)NCCc1ccccc1,i,i,i,i,i,i,i,i,-1,i,i
O=C1NC(=S)SC1=C1CCCCCC1,i,i,i,i,i,i,i,i,0,i,i
O=C(N/C(=C/c1cccs1)C(=O)N1CCOCC1)c1ccccc1,i,i,i,i,i,i,i,i,-2,i,i
COc1cc(/C=C/C(=O)OCC(=O)NC(=O)NC2CCCCC2)ccc1OC(F)F,i,i,i,i,i,i,i,i,6,i,i
COc1ccc(S(=O)(=O)N2CCN(Cc3c[nH]c4ccccc34)CC2)cc1,i,i,i,i,i,i,i,i,-1,i,i
CCOC(=O)C(CC)n1cnc2c(nnn2-c2ccccc2)c1=O (stereo not given),i,i,i,i,i,i,i,i,-5,i,i
CC(C)CN(C(=O)CN1C(=O)C2CCCCC2C1=O)c1c(N)n(Cc2ccccc2)c(=O)[nH]c1=O (stereo not given),i,i,i,i,i,i,i,i,-1,i,i
CN1C(=O)N(C)C(c2cccc([N+](=O)[O-])c2)C2=C1CCCC2=O (stereo not given),i,i,i,i,i,i,i,i,-1,i,i
O=C(C1CCCN(S(=O)(=O)c2cnc[nH]2)C1)N1CC(=O)N(CCc2ccccc2)C(=O)C1 (stereo not given),i,i,i,i,i,i,i,i,-4,i,i
CC(=O)C1CCCN(C(=O)c2ccc3nc(Cc4cccc(Cl)c4)oc3c2)C1 (stereo not given),i,i,i,i,i,i,i,i,-1,i,i
COC(=O)C1=C(C)NC(=S)N(C(C)=O)C1c1ccccc1 (stereo not given),i,i,i,i,i,i,i,i,2,i,i
Cc1cccc(C)c1N1CCN(S(=O)(=O)N(C)C)CC1,i,i,i,i,i,i,i,i,-14,i,i
CCn1c(SCC(=O)Nc2ccccc2C(=O)OC)nnc1-c1ccc(N)cc1,i,i,i,i,i,i,i,i,7,i,i
O=C(CSc1nnc(CNC(=O)c2c(F)cccc2Cl)o1)NCCc1ccccc1,i,i,i,i,i,i,i,i,2,i,i
COC(=O)CN(c1nc(C)cc(OC)n1)S(=O)(=O)c1ccccc1,x,i,x,i,i,i,i,x,-2,i,x
Cc1ccc(NC(=O)c2ccc(C)c(S(=O)(=O)N3CCOCC3)c2)nc1,i,i,i,i,i,i,i,i,-9,i,i
CCn1c(CN2CCCCCC2=O)nnc1SCc1cnc(-c2ccccc2)s1,i,i,i,i,i,i,i,i,5,i,i
O=C1N/C(=N/O)S/C1=C/c1cccnc1,i,i,i,i,i,i,i,i,-2,i,i
CCOC(=O)c1c2n(c3c(NCc4ccccc4)ncnc13)CCCC2,i,i,i,i,i,i,i,i,0,-5.2*,i
CC(NC(=O)c1ccc(F)cc1)C1CC2CCC1C2 (stereo not given),i,i,i,i,i,i,i,i,-6,i,i
CCOC(=O)Cn1nc(C)c(NC(=O)COc2ccc(C)c(C)c2)c1C,i,i,i,i,i,i,i,i,-4,i,i
NS(=O)(=O)c1ccc(CCNC(=O)C(=O)NCC2OCCN2S(=O)(=O)c2cc(F)ccc2F)cc1 (stereo not given),i,i,i,i,i,i,i,i,-2,i,i
O=C(CSc1nnc(COc2ccc3c(c2)CCCC3)o1)Nc1ccc(F)cc1,i,i,i,i,i,i,i,i,-9,i,i
CC1Oc2ccccc2N(CC(=O)NCc2ccccc2)C1=O (stereo not given),i,i,i,i,i,i,i,i,1,i,i
Cc1ccc(NC2CCCN(C(=O)CCn3nccc3C)C2)cc1C (stereo not given),i,i,i,i,i,i,i,i,-3,i,i
CC(/C=C/c1cccc([N+](=O)[O-])c1)=N/NC(=O)c1cccnc1,i,i,i,i,i,i,i,i,-8,-5.9*,i
CCN1C(=O)[C@@H]2[C@H](C1=O)[C@@H]1C(=O)Nc3ccccc3C(=O)N1[C@@H]2c1ccc(Br)cc1,i,i,i,i,i,i,i,i,-2,i,i
CCC1(CC)NC(=O)N(CC(=O)OCC(=O)NC(=O)c2ccccc2OC)C1=O,i,i,i,i,i,i,i,i,0,i,i
CCCOc1ccc(S(=O)(=O)Nc2ccccn2)c2ccccc12,i,i,i,i,i,i,i,i,-2,i,i
COc1ccccc1N1CCN(C(=O)c2ccccc2NC(=O)C2CCCCC2C(=O)O)CC1 (stereo not given),i,i,i,i,i,i,i,i,4,i,i
Cc1cccc(NNC(=O)C(=O)NNc2cccc(C)c2)c1,i,i,i,i,i,i,i,i,-6,i,i
COc1ccc(-c2[nH]ncc2CNC(C)c2cn(C)nc2C)c(F)c1 (stereo not given),i,i,i,i,i,i,i,i,10,i,i
CC(/C=C1\SC(=S)N(NS(=O)(=O)c2ccccc2)C1=O)=C\c1ccccc1,-8.8*,i,i,i,i,i,i,i,57*,i,i
O=C(O)COc1ccccc1/C=N/NC(=O)CNC(=O)c1ccc(F)cc1,i,i,i,i,i,i,i,i,-2,i,i
O=C(Nn1cnnc1)c1cc2c(s1)CCCC2,i,i,i,i,i,i,i,i,-2,i,i
CN(C(=O)COC(=O)c1sc2ccccc2c1Cl)C1CCCCC1,i,i,i,i,i,29*,i,i,24,i,i
Cc1ccc(/C=N/NC(=O)c2ccc(-c3ccccc3)cc2)o1,i,i,i,i,i,i,i,i,-7,i,i
Cc1ccc(C)c(S(=O)(=O)NC(Cc2c[nH]c3ccccc23)C(=O)O)c1 (stereo not given),i,i,i,i,i,i,i,i,-17,i,i
O=C(O)CC(c1ccc(C(F)(F)F)cc1)N1Cc2ccccc2C1=O (stereo not given),i,i,i,i,i,i,i,i,0,i,i
COCCNC(=S)Nc1cccc2cnccc12,i,i,i,i,i,i,i,i,-3,i,i
O=[N+]([O-])c1ccc(-c2nc(NCc3cccnc3)c3ccccc3n2)cc1,i,i,i,i,i,i,i,i,10,i,i
O=C(Nc1ccc(N2CCN(Cc3ccccc3)CC2)cc1)c1ccco1,i,i,i,i,i,i,i,i,3,i,i
COc1ccc(NC(=O)CN(C)C(=O)CSCc2ccc(C)cc2)cc1,i,i,i,i,i,i,i,i,13,i,i
O=C(NC1CCCc2ccccc21)c1ccccn1 (stereo not given),i,i,i,i,i,i,i,i,1,i,i
CCOc1ccc(C(=O)C(CN2CCOCC2)c2ccccc2)cc1 (stereo not given),i,i,i,i,i,i,i,i,2,i,i
CN1CCc2[nH]c3ccc(C(=O)NN)cc3c2C1,i,i,i,i,i,i,i,i,-3,i,i
Cc1c(NC(=O)Nc2cccc(F)c2)c(=O)n(-c2ccccc2)n1C,i,i,i,i,i,i,i,i,-7,i,i
CCOC(=O)C1=C(c2ccccc2)NC(SC)=C(C#N)C1c1ccco1 (stereo not given),i,i,i,i,i,i,i,i,4,i,i

(further entries)
compound,MrgX1 antagonist,ANO1 activ,ANO1 block,TRPC4 agonist,TRPC4 inh,TRPC4 PAM,TRPC6 act,MrgX1 ag,SKKanGAS inh,TRPC6 inhibitor,MrgX1 allo act
CN1CCN(c2ccccc2NS(=O)(=O)c2ccc3c(c2)CCN3C(=O)C2CCC2)CC1,i,x,i,i,i,i,i,i,2,i,i
O=C(CNC(=S)N(Cc1ccccc1)Cc1cccnc1)NC1CCCC1,i,i,i,i,i,i,i,i,-3,i,i
Brc1ccc2nc(N3CCCC3)sc2c1,i,i,i,i,i,i,i,i,4,i,i
CCn1c(Cc2ccccc2)nnc1SCC(=O)Nc1ccc(N)cc1,i,i,i,i,i,i,i,i,3,i,i
CN(C)CCCNC(=O)N1c2ccccc2C=Cc2ccccc21,i,i,i,i,i,i,i,i,2,-5.3*,i
